Screening data: PubChem, National Center for Advancing Translational Sciences (NCATS)
ALOX12 inh: inhibitors of human 12S-lipoxygenase ALOX12. hit rate 1.1% among 580,000. purified 12hLO, xylenol orange hydroperoxide absorbance. Potency, µM (titrated, usually from 108 µM), for the others: at the highest dose activity change, negative = inhibition, usual class: inhibitors; also: % is scaled to controls: 0 for no effect and ±100 for the full control effect
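Purified human 12hLO at 150 nM in 25 mM Hepes, 0.01% Triton X-100, pH 7.0, preincubated 15 min at room temperature with compound. Reaction started with 40 uM arachidonic acid, 30 min at room temperature. Hydroperoxide measured by Fe-xylenol orange, 573/405 nm absorbance ratio.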
mIDH1 inhibitor: blocks human mutant IDH1 R132H enzyme; O75874; AID 602179; hit rate 0.093% among 390,000; Potency, µM (top dose mostly 76.6 µM), for the others: at the highest dose activity change, negative = inhibition, hits mostly inhibitors; IDH1-R132H enzyme, NADPH consumption, diaphorase/resazurin fluorescence; also: % is scaled to controls: 0 for no effect and ±100 for the full control effect; nearly all actives have a fitted effect of over 65% in size
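IDH1-R132H (0.5 ug/mL) preincubated 30 min with compound, then NADPH (0.016 mM) and alpha-KG (2 mM) added; 80 min at RT, pH 7.5. Remaining NADPH coupled via diaphorase/resazurin to fluorescence (540/590 nm); concentration-response curves normalized to no-enzyme control.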
TrxR1 substrate: is turned over as a substrate by rat TrxR1 | O89049 | purified TrxR1 substrate turnover, NADPH consumption readout | Potency, µM (top dose mostly 114 µM), without a hit: top-dose activity change, negative = substrate turnover | hit rate 0.01% among 390,000; also: % is scaled to controls: 0 for no effect and ±100 for the full control effect; nearly all actives have a fitted effect of over 50% in size
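Rat TrxR1, dispensed at 90 nM, was prereduced with 400 uM NADPH (final) for 5 min at ~22 deg C, then incubated with compound 15 min before 400 uM selenite. A first-read NADPH fluorescence drop versus no-compound background flagged substrates.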
Vif-A3G inh: blocks the Vif interaction with human APOBEC3G. Q9HC16. HeLa A3G-eYFP + Vif (tagged APOBEC3G with the HIV-1 protein that degrades it), YFP fluorescence, overnight. Potency, µM (titrated, usually from 46.1 µM), without a hit: at the highest dose activity, negative = active, usual class: inhibitors. hit rate 0.076% among 410,000;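 also: % is scaled to controls: 0 for no effect and ±100 for the full control effect; nearly all actives have a fitted effect of over 60% in size; hits raise eYFP signal because A3G escapes Vif-driven loss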
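Read-out is eYFP fluorescence (Ex 488/Em 500-530) from Vif-expressing HeLa A3G-eYFP cells; more signal means A3G escaped Vif-mediated degradation. Cells plated overnight, compound pinned in, incubated overnight at 37 deg C.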
RXFP1 ag: activates the human relaxin receptor RXFP1 | AID 2676 | Potency, µM (highest dose often 57.5 µM), without a hit: at the top dose activation, most hits filed as activators | hit rate 0.3% among 370,000 | HEK293T-RXFP1 cAMP TR-FRET, 30 min; response scale: percent of porcine relaxin response, buffer zero | Q9HBX9; also: % is scaled to controls: 0 for no effect and ±100 for the full control effect; nearly all actives have a fitted effect of over 60% in size; many of its hits are not listed in these tables
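HEK293 cells stably expressing RXFP1, treated 30 min at 37C with compounds plus PDE4 inhibitor Ro 20174; cAMP measured by HTRF TR-FRET. Normalized to buffer and 29 nM porcine relaxin; EC50 by Hill fit.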
rTrxR1 inhibitor: rat TrxR1 inhibition. O89049. recombinant rTrxR1, NADPH fluorescence consumption, selenite substrate. Potency, µM (top dose mostly 114 µM), for the others: top-dose activity change, negative = inhibition, usual class: inhibitors. hit rate 1% among 390,000. AID 588453; also: % is scaled to controls: 0 for no effect and ±100 for the full control effect; nearly all actives have a fitted effect of over 65% in size
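Rat TrxR1 (90 nM in the dispensed reagent) was pre-reduced with 400 uM NADPH for 5 min at room temperature, then incubated with compound for 15 min. After 400 uM selenite was added, NADPH fluorescence (Ex 340/Em 450 nm) was followed for 8 min.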
RGS4 inhibitor: blocks human RGS4-accelerated GTP hydrolysis. P49798. Transcreener GDP fluorescence polarization, RGS4-accelerated GTP hydrolysis. Potency, µM (doses to about 114 µM), inactives show at the highest dose activity change, negative = inhibition, most hits filed as inhibitors. hit rate 0.039% among 390,000. AID 504845; also: % is scaled to controls: 0 for no effect and ±100 for the full control effect; nearly all actives have a fitted effect of over 75% in size; some results filed as inactive show a strong effect at the top dose
Target sequence (P49798 whole entry, looked up): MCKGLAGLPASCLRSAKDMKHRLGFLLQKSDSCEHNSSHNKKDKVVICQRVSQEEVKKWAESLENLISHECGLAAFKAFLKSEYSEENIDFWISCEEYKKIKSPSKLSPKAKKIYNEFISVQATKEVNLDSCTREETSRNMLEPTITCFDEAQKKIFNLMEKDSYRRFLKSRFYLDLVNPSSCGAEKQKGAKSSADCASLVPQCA
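MLSMR compounds (23 nl, pin-transferred) preincubated 10 min at room temperature with a 500nM (2x) first reagent, then RGS4 at 900nM (2x) plus Transcreener GDP mix added; fluorescence polarization (620/688 nm) read before and after 90 min at 30 °C.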
USP1-UAF1 inh: inhibitors of human USP1/UAF1 deubiquitinase; hit rate 0.23% among 390,000; AID 743255; recombinant USP1/UAF1, Ub-Rhodamine cleavage fluorescence; O94782; Potency, µM (highest dose often 57.1 µM), for inactives: at the top dose activity change, negative = inhibition, usual class: inhibitors; also: % is scaled to controls: 0 for no effect and ±100 for the full control effect; nearly all actives have a fitted effect of over 60% in size; inactives centre near -12
Target sequence (O94782 whole entry, looked up): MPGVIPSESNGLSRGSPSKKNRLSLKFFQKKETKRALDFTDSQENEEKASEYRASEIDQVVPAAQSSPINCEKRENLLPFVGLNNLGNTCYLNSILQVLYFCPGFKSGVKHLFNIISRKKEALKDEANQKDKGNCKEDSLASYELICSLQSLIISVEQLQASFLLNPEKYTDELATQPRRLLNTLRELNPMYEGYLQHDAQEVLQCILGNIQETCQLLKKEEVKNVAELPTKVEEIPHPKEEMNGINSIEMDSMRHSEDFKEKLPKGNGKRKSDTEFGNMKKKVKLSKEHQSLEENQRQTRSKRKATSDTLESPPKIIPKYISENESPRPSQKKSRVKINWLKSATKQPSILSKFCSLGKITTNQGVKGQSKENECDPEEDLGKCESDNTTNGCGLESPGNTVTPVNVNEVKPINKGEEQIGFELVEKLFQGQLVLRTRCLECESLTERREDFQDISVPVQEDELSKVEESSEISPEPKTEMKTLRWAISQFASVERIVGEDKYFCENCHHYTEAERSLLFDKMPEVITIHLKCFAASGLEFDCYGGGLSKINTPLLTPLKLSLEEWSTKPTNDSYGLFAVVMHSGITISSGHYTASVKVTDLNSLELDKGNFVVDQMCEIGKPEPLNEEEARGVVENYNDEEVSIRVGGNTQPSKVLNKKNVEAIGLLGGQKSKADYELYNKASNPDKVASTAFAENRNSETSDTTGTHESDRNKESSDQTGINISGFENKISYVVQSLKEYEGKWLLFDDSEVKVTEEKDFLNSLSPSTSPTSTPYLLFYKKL
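USP1/UAF1 complex at 1 nM was preincubated with compound for 15 min at room temperature, then Ub-Rho substrate (150nM final) was added. Fluorescence (480/540 nm) was read kinetically, 6 reads every 60 seconds.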
Vif-APOBEC3F blk: Vif-A3F binding inhibition; hit rate 0.2% among 390,000; Potency, µM (top dose mostly 46.1 µM), for the others: at the top dose activity, negative = active; AID 602313; HeLa A3F-eYFP + Vif (tagged APOBEC3F with the HIV-1 protein that degrades it), YFP fluorescence increase; also: % of control where 0% means no effect; nearly all actives have a fitted effect of over 65% in size
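Fluorescence increase (Ex 488/Em 500-530) after overnight compound treatment at 37 deg C flags inhibition of Vif-driven A3F-eYFP loss in stable HeLa A3F-eYFP/Vif cells seeded overnight beforehand.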
Active calls of the source: *; ? = inconclusive; nt = no result given; & = joins results of further samples; [ ] = another dose, or the depositor's remark. Calls follow the shape of the dose curve; as a rule, active = well fitted curve in the direction sought with a large enough effect; inconclusive = small, poorly fitted or top-dose-only effect, or another doubt; inactive = no such curve, though single readings can be large; an effect the other way counts as inactive or inconclusive. Potency is read from the fitted curve at half-maximal effect.

1. COc1c(Cl)cc(Cl)cc1/C=N/NC(=O)c1nnn(-c2nonc2N)c1CN1CCC(C)CC1
2. CC(=O)c1cccc(NC(=O)NC(C)C2CCCO2)c1 (stereo not given)
3. COCCNc1nc2c(-c3cccc(C(F)(F)F)c3)nnn2c2ccccc12
4. O=C(COc1ccc2c3c(c(=O)oc2c1)CCC3)N1CCN(c2ccc(F)cc2)CC1
5. COc1ccc(CCNc2oc(COc3ccccc3)nc2C#N)cc1
6. CCOC(=O)C1=C(C)N(c2ccccc2)C(=O)/C1=C\c1ccco1
7. c1ccc2c(C[C@@H]3CNCCN3CCC34CC5CC(CC(C5)C3)C4)cccc2c1
8. O[C@H]1C[C@H](c2ccccc2)N(CC2CCCCC2)C[C@@H]1n1cc(C2CC2)nn1

assay / entry	1	2	3	4	5	6	7	8
ALOX12 inh	38%[activator]	37%[activator]	9%	21%	-11%	?	-3%	-65%
mIDH1 inhibitor	-20%	2%	3%	-6%	-5%	-1%	-8%	-2%
TrxR1 substrate	4%	8%	25%[57.1 µM]	1%	-16%	-12%	-6%	nt
Vif-A3G inh	0%	-1%	0%	-3%	-2%	0%	-11%	-8%
RXFP1 ag	-0.5%	-0.4%	28%	-3.2%	1.4%	0.5%	nt	nt
rTrxR1 inhibitor	19%	21%	23%[57.1 µM]	0%	-11%	?	-13%	nt
RGS4 inhibitor	3%	14%	14%	9%[56.9 µM]	-17%	-33%	-15%	nt
USP1-UAF1 inh	-13%	-2%	-5%	-19%	-10%	-7%	-10%	-24%
Vif-APOBEC3F blk	-12%	-7%	-5%	-4%	-14%	-1%	3%	2%

A different layout for 2 compounds above.
No.	SMILES	ALOX12 inh	mIDH1 inhibitor	TrxR1 substrate	Vif-A3G inh	RXFP1 ag	rTrxR1 inhibitor	RGS4 inhibitor	USP1-UAF1 inh	Vif-APOBEC3F blk
3	COCCNc1nc2c(-c3cccc(C(F)(F)F)c3)nnn2c2ccccc12	9%	3%	25%[57.1 µM]	0%	28%	23%[57.1 µM]	14%	-5%	-5%
4	O=C(COc1ccc2c3c(c(=O)oc2c1)CCC3)N1CCN(c2ccc(F)cc2)CC1	21%	-6%	1%	-3%	-3.2%	0%	9%[56.9 µM]	-19%	-4%

Other entries.
9. OCCC1CN(C2CCC2)CCN1Cc1ccc(F)c(F)c1 (stereo not given)
10. O=S(=O)([N-]c1nc2ccccc2nc1-[n+]1ccccc1)c1ccccc1
11. COc1cc2c(cc1OC)C(COc1cccc(C(F)(F)F)c1)NCC2 (stereo not given)
12. COc1ccc(S(=O)(=O)c2cc3cc(OC)ccc3oc2=O)cc1
13. COc1ccc(NC(=O)CSCC(=O)Nc2ccc(S(=O)(=O)N3CCOCC3)cc2)cc1
14. COc1cccc(OC(=O)c2ccccc2)c1OC(=O)c1ccccc1
15. CCCCCCNC(=O)CC(NS(=O)(=O)c1ccc(OC)cc1)C(C)C (stereo not given)
16. Cc1ccccc1NC(=O)C1(C)Cc2ccccc2C(=O)O1 (stereo not given)

assay / entry	9	10	11	12	13	14	15	16
ALOX12 inh	0%	?	-11%	-6%&-15%	474%[activator]	?	-6%	19%
mIDH1 inhibitor	-3%	6%	-1%	0%	14%	6%	0%	-1%
TrxR1 substrate	-1%[11.4 µM]	-8%	-6%	10%	0%	-5%[57.1 µM]	7%	-9%
Vif-A3G inh	2%	1%	-1%	2%	-5%	?	-2%	-1%
RXFP1 ag	0.9%	1.1%	6.0%	?	-0.6%	nt	0.3%	0.4%
rTrxR1 inhibitor	20%[11.4 µM]	-6%	?	33%	-2%	10%[11.4 µM]	17%	-8%
RGS4 inhibitor	7%	-3%	13%	-21%	1%	-18%	2%	-3%
USP1-UAF1 inh	-8%	-13%	-17%	-20%	-19%	-21%	-5%	-8%
Vif-APOBEC3F blk	-5%	?	-16%	1%	-20%	-7%	2%	23%

17. Cc1nn(-c2ccccn2)c(N)c1N=O
18. COc1ccc(/C=C(\NC(=O)c2ccccc2)C(=O)NCc2ccco2)cc1
19. COC(=O)C1=CN(C2CC2)C=C(C(=O)OC)C1c1ccc(C(F)(F)F)cc1
20. COc1ccc(C)cc1NC(=O)c1ccc(NS(=O)(=O)c2cccc3cccnc23)cc1
21. C=Cc1cccc(NC(=O)COc2ccccc2)c1
22. COc1cccc(-c2nc3c(c(SCC(=O)N4CCOCC4)n2)Cc2c(CO)cnc(C)c2O3)c1
23. N#CC1=C(N)OC2=C(C(=O)CCC2)C1CCc1ccccc1 (stereo not given)
24. Cc1cc(Br)ccc1OCCN1CC(C)OC(C)C1 (stereo not given)

assay / entry	17	18	19	20	21	22	23	24
ALOX12 inh	0%	37%[activator]	-1%	-3%	4%	nt	?	?
mIDH1 inhibitor	6%	1%	1%	3%	10%	-7%	9%	6%
TrxR1 substrate	-11%	-12%	69%[activator][57.1 µM]	1%	-1%	-5%	7%	-5%
Vif-A3G inh	4%	-6%	0%	4%	-4%	0%	-1%	1%
RXFP1 ag	-2.1%	-2.0%	6.3%	3.0%	-0.8%	3.8%	2.9%	0.1%
rTrxR1 inhibitor	?	19%[57.1 µM]	12%[57.1 µM]	14%	-1%	?	2%	11%[57.1 µM]
RGS4 inhibitor	-8%	-12%	23%	-9%	7%	11%[56.9 µM]	-11%	9%
USP1-UAF1 inh	-16%	-3%	-15%	-11%	-2%	-22%	-18%	-9%
Vif-APOBEC3F blk	-17%	11%	-10%	-2%	0%	-4%	-16%	-4%

Next part (4 carried over from the part before).
21. C=Cc1cccc(NC(=O)COc2ccccc2)c1
22. COc1cccc(-c2nc3c(c(SCC(=O)N4CCOCC4)n2)Cc2c(CO)cnc(C)c2O3)c1
23. N#CC1=C(N)OC2=C(C(=O)CCC2)C1CCc1ccccc1 (stereo not given)
24. Cc1cc(Br)ccc1OCCN1CC(C)OC(C)C1 (stereo not given)
25. CCN1C[C@@H]2[C@@H]3C(=O)N(C)C(=O)[C@@H]3[C@](Cc3ccccc3)(C(=O)OC)N2C1=NCc1ccccc1
26. COc1ccc(NC(=O)COC(=O)CCOc2ccccc2C)cc1Cl
27. Cc1cc(C)cc(Nc2ncc3c(n2)CC(c2ccco2)CC3=O)c1 (stereo not given)
28. O=C(Nc1cnccn1)c1cccc(C(F)(F)F)c1
29. COc1cccc(NS(=O)(=O)c2ccc3[nH]cc(C(=O)NCCCOC(C)C)c(=O)c3c2)c1
30. COc1ccc(S(=O)(=O)Cc2ccc(C(=O)NCC(OC)OC)o2)cc1
31. FC(F)Sc1ccc(NC(=S)NC2CCCC2)cc1
32. COc1cc(CN2CC(=O)N(c3cccc(Cl)c3C)C2=S)cc(OC)c1OC

assay / entry	21	22	23	24	25	26	27	28	29	30	31	32
ALOX12 inh	4%	nt	?	?	-16%	-1%	-4%	26%	0%	0%	?	0%
mIDH1 inhibitor	10%	-7%	9%	6%	14%	-5%	3%	1%	-1%	-6%	3%	-9%
TrxR1 substrate	-1%	-5%	7%	-5%	10%	-4%	-8%	13%	-4%	-5%	1%[57.1 µM]	3%
Vif-A3G inh	-4%	0%	-1%	1%	-1%	1%	2%	0%	2%	1%	-16%	0%
RXFP1 ag	-0.8%	3.8%	2.9%	0.1%	nt	-0.1%	-0.3%	-0.1%	0.5%	-3.5%	7.0%	0.0%
rTrxR1 inhibitor	-1%	?	2%	11%[57.1 µM]	10%	3%	?	20%	7%	6%	14%[57.1 µM]	25%
RGS4 inhibitor	7%	11%[56.9 µM]	-11%	9%	-4%	-3%	?	5%	-30%	7%	-11%	-6%
USP1-UAF1 inh	-2%	-22%	-18%	-9%	-18%	-14%	-20%	-18%	-8%	-15%	-6%	-28%
Vif-APOBEC3F blk	0%	-4%	-16%	-4%	-5%	0%	nt	-3%	5%	-4%	?	2%

33. O=C(O)c1cccc2sc3cc(Cl)ccc3c(=O)c12
34. CC(=O)NC(Cc1ccccc1)C(=O)OCC(=O)c1ccccc1 (stereo not given)
35. COc1ccccc1-n1nc(C(=O)NCc2ccco2)c2ccccc2c1=O
36. O=C1CC(c2ccccc2)c2ccccc21 (stereo not given)

assay / entry	33	34	35	36
ALOX12 inh	-6%	17%	163%[activator]	-6%
mIDH1 inhibitor	-7%	6%	-5%	0%
TrxR1 substrate	236%[activator]	-13%	2%[57.1 µM]	-2%
Vif-A3G inh	-6%	1%	-6%	-1%
RXFP1 ag	-0.8%	2.6%	1.1%	1.0%
rTrxR1 inhibitor	42%[activator]	-12%	-5%[57.1 µM]	11%
RGS4 inhibitor	7%	40%	6%	4%
USP1-UAF1 inh	-38%	-1%	2%	-9%
Vif-APOBEC3F blk	-9%	-15%	1%	-28%

As entered above:
compound 35 in RGS4 inhibitor has 6%
compound 33 in mIDH1 inhibitor has -7%

The list is partial, so the mix of outcomes need not match the whole.
